Assay outcomes as filed in PubChem BioAssay.
RGS4 inh: inhibitors of human regulator of G protein signaling 4 | P49798 | Transcreener GDP fluorescence polarization, RGS4-accelerated GTP hydrolysis | Potency, µM (titrated, usually from 114 µM), for the others: top-dose activity change, negative = inhibition, usual class: inhibitors | 0.039% of 390,000 active | AID 504845; further: potency means the concentration at half of the fitted maximal effect; on the % scale 0 is the no-effect control and ±100 the full control effect; nearly all actives have a fitted effect of over 75% in size; some results filed as inactive show a strong effect at the top dose
Target sequence (P49798 whole entry, looked up): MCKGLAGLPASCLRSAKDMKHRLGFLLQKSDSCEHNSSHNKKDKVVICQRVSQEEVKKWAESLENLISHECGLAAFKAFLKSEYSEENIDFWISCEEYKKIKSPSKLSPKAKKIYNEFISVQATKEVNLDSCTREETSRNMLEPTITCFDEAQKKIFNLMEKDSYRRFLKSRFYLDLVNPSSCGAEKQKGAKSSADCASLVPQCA
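MLSMR compounds (23 nl, pin-transferred) preincubated 10 min at room temperature with a 500nM (2x) first reagent, then RGS4 at 900nM (2x) plus Transcreener GDP mix added; fluorescence polarization (620/688 nm) read before and after 90 min at 30 °C.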
Vif-APOBEC3G blk: inhibitors of Vif-APOBEC3G interaction; HeLa A3G-eYFP + Vif (tagged APOBEC3G with the HIV-1 protein that degrades it), YFP fluorescence, overnight; Q9HC16; 0.076% of 410,000 active; Potency, µM (highest dose often 46.1 µM), for inactives: at the highest dose activity, negative = active, most hits filed as inhibitors; AID 602310;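 further: potency means the concentration at half of the fitted maximal effect; on the % scale 0 is the no-effect control and ±100 the full control effect; nearly all actives have a fitted effect of over 60% in size; hits raise eYFP signal because A3G escapes Vif-driven loss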
Target sequence (Q9HC16 whole entry, looked up): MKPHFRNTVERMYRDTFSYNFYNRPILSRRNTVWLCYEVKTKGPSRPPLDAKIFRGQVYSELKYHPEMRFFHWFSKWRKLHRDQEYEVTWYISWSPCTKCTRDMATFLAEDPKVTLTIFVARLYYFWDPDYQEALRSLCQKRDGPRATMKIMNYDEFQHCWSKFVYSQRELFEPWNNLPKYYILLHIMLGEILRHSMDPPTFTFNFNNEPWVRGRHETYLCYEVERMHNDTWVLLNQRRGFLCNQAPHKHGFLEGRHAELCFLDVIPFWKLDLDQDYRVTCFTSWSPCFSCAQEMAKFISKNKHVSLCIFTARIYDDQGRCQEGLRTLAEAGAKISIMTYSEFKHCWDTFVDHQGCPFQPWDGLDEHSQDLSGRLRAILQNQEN
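Read-out is eYFP fluorescence (Ex 488/Em 500-530) from Vif-expressing HeLa A3G-eYFP cells; more signal means A3G escaped Vif-mediated degradation. Cells plated overnight, compound pinned in, incubated overnight at 37 deg C.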
Vif-A3F inh: blocks the Vif interaction with APOBEC3F; 0.2% of 390,000 active; HeLa A3F-eYFP + Vif (tagged APOBEC3F with the HIV-1 protein that degrades it), YFP fluorescence increase; AID 602313; Potency, µM (top dose mostly 46.1 µM), inactives show at the top dose activity, negative = active; further: potency means the concentration at half of the fitted maximal effect; % of control where 0% means no effect; nearly all actives have a fitted effect of over 65% in size
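HeLa cells stably expressing Vif plus C-terminally eYFP-tagged A3F were seeded, incubated overnight at 37 deg C, dosed with compound, incubated overnight again at 37 deg C. Yellow fluorescence (Ex 488/Em 500-530) reported blocked Vif-mediated A3F-eYFP degradation.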
IDH1 R132H inh: blocks human mutant IDH1 R132H enzyme; Potency, µM (top dose mostly 76.6 µM), without a hit: top-dose activity change, negative = inhibition, actives largely listed as inhibitors; AID 602179; IDH1-R132H enzyme, NADPH consumption, diaphorase/resazurin fluorescence; O75874; 0.093% of 390,000 active; further: potency means the concentration at half of the fitted maximal effect; on the % scale 0 is the no-effect control and ±100 the full control effect; nearly all actives have a fitted effect of over 65% in size
Target sequence (O75874 whole entry R132H, stated change not applied): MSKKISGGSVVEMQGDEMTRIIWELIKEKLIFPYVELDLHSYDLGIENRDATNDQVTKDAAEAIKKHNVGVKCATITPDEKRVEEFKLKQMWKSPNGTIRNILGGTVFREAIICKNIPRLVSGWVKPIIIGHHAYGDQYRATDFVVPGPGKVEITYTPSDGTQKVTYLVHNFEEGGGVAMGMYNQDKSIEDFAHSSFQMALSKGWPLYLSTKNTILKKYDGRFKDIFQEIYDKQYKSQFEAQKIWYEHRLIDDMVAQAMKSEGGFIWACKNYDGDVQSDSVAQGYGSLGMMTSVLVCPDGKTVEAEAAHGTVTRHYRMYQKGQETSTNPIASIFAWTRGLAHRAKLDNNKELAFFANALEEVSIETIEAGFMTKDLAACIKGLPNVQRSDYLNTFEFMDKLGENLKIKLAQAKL
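IDH1-R132H (0.5 ug/mL) preincubated 30 min with compound, then NADPH (0.016 mM) and alpha-KG (2 mM) added; 80 min at RT, pH 7.5. Remaining NADPH coupled via diaphorase/resazurin to fluorescence (540/590 nm); concentration-response curves normalized to no-enzyme control.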
TrxR1 inh: inhibitors of rat thioredoxin reductase 1 | O89049 | recombinant rTrxR1, NADPH fluorescence consumption, selenite substrate | Potency, µM (top dose mostly 114 µM), for the others: top-dose activity change, negative = inhibition, actives largely listed as inhibitors | 1% of 390,000 active; further: potency means the concentration at half of the fitted maximal effect; on the % scale 0 is the no-effect control and ±100 the full control effect; nearly all actives have a fitted effect of over 65% in size
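Rat TrxR1 (90 nM in the dispensed reagent) was pre-reduced with 400 uM NADPH for 5 min at room temperature, then incubated with compound for 15 min. After 400 uM selenite was added, NADPH fluorescence (Ex 340/Em 450 nm) was followed for 8 min.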
TrxR1 substrate: rat thioredoxin reductase 1 substrate activity; O89049; purified TrxR1 substrate turnover, NADPH consumption readout; Potency, µM (titrated, usually from 114 µM), inactives show at the highest dose activity change, negative = substrate turnover; 0.01% of 390,000 active; further: potency means the concentration at half of the fitted maximal effect; on the % scale 0 is the no-effect control and ±100 the full control effect; nearly all actives have a fitted effect of over 50% in size
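Rat TrxR1, dispensed at 90 nM, was prereduced with 400 uM NADPH (final) for 5 min at ~22 deg C, then incubated with compound 15 min before 400 uM selenite. A first-read NADPH fluorescence drop versus no-compound background flagged substrates.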
USP1-UAF1 inh: blocks the human USP1/UAF1 deubiquitinase complex; recombinant USP1/UAF1, Ub-Rhodamine cleavage fluorescence; 0.23% of 390,000 active; Potency, µM (series often up to 57.1 µM), for inactives: at the highest dose activity change, negative = inhibition, usual class: inhibitors; O94782; further: potency means the concentration at half of the fitted maximal effect; on the % scale 0 is the no-effect control and ±100 the full control effect; nearly all actives have a fitted effect of over 60% in size; inactives centre near -12
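USP1/UAF1 complex (1 nM) preincubated 15 min at room temperature with compound, then Ub-Rho substrate (150 nM final) added. Kinetic fluorescence at 480/540 nm over 6 reads at 60 s intervals; 50 mM HEPES pH 7.8, 0.5 mM EDTA, 0.1 mg/ml BSA, 1 mM TCEP, 0.01% Tween-20.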
LDHA block: inhibitors of human lactate dehydrogenase A | purified LDHA, NADH/diaphorase-resazurin fluorescence; active compounds read low | activity change, % (values are at about 110 or 230 µM) | 0.15% of 480,000 active; in the data active means activity change below about -30%; inconclusive means mostly about -25% to -30%;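 further: plate controls were DMSO wells for no effect and wells without enzyme for full effect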
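Human LDH5 at 2 nM final in Tris HCl pH 7.4 with 0.06 mM NADH and 0.2 mM pyruvate, reacted 5 minutes at room temperature. Remaining NADH coupled via diaphorase/resazurin; resorufin fluorescence read at 0 and 20 minutes, normalized to enzyme-free and DMSO wells.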
GRP78 ERSR act: induces the endoplasmic reticulum stress response in human glioma cells. AID 602332. 0.02% of 420,000 active. U87-MG GRP78 promoter luciferase reporter, 16 h. Potency, µM, inactives show top-dose activation, actives largely listed as activators; further: potency means the concentration at half of the fitted maximal effect; series mostly up to about 76 µM; % of control where 0% means no effect; nearly all actives have a fitted effect of over 35% in size
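Stably transfected U87-MG human glioma cells carrying a GRP78-based luminescent sensor were seeded at 1000 cells/well, pin-dosed with compounds and incubated 16 h. Luciferase reagent was then added, and end-point luminescence was read after 10 min at room temperature.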
* = called active by the depositor; ? = inconclusive; . = not tested or not shown; & = joins results of further samples; [ ] = remark or other dose. Unless noted, the call rests on the fitted dose curve; in most records, active means well fitted curve in the direction sought with a large enough effect; inconclusive means small, poorly fitted or top-dose-only effect, or another doubt; inactive means no such curve, though single readings can be large; an effect the other way counts as inactive or inconclusive.

SMILES | RGS4 inh | Vif-APOBEC3G blk | Vif-A3F inh | IDH1 R132H inh | TrxR1 inh | TrxR1 substrate | USP1-UAF1 inh | LDHA block | GRP78 ERSR act
COc1ccccc1CNC(=O)c1ccccc1NS(C)(=O)=O | 3.2% | -0.9% | 0.7% | -0.8% | 7.8% | 33.8%[activator] | 2.6% | -0.8 | -2.3%
O=C(NC(=S)NCc1nc2ccccc2[nH]1)c1ccc(F)cc1 | -16.3% | 8.4% | 2.6% | -0.6% | 12.6%[57.1 µM] | 6.7% | -16.3% | -3.3 | 13.0%
CCOC(=O)c1ccc(NC(=O)c2c(NCc3cc(OC)ccc3OC)sc3c2CCC3)cc1 | ? | -19.6% | 4.9% | -10.4% | -1.7%[57.1 µM] | -3.9%[57.1 µM] | -31.5% | -0.6 | -1.1%
CC(C)=CCc1c(O)ccc2c1OC(c1ccc(O)c(O)c1)CC2=O (stereo not given) | 2.4% | -20.4% | 0.6% | -14.0% | -5.8% | 2.9% | -16.1% | 11.2 | -4.5%
COc1ccc(OC)c(C2=NS(=O)(=O)N(C)C(C(=O)Nc3cccc(C(C)=O)c3)=C2)c1 | -60.3%[56.9 µM] | -5.7% | -2.8% | -3.5% | 3.4% | -8.8% | ? | -2.3 | 0.0%
COc1cc([N+](=O)[O-])ccc1NC(=O)CCCOc1cc(C)ccc1C | -5.3% | -3.7% | 5.4% | 3.2% | 11.4% | 5.9% | -14.5% | -4.7 | -2.5%
Cc1cccc(/C=N\Nc2nnc(-c3ccccc3)c(=O)[nH]2)c1 | 25.4% | 2.7% | -16.7% | -1.4% | -12.4% | -9.6% | -12.4% | -2.8 | -2.4%
COC(=O)CSc1ncnc2c(C)csc12 | -15.8% | 2.2% | -4.9% | -3.1% | 5.0% | 6.3% | -16.1% | -7.7 | -3.2%
CC(C)C[C@@H]1NC(=O)[C@H](CO)NC(=O)c2cc([N+](=O)[O-])cc(I)c2OCC[C@@H](C(N)=O)NC1=O | -17.8% | 3.5% | -0.5% | -3.5% | 2.6% | -7.7% | -21.1% | -0.1 | -7.4%
Oc1ccccc1-c1nc(/C=C/c2ccccc2)nn1-c1ccccc1 | -1.6%&21.4% | -3.6%&0.5% | 1.7%&-4.7% | -6.0%&4.4% | 39.6%[activator] | 14.3% | ? | -0.4&-6.2 | 1.5%&-0.6%
CC(/C=N/n1c(-c2cccnc2)n[nH]c1=S)=C\c1ccccc1 | ? | -0.2% | 2.3% | 1.9% | -29.9% | -15.9% | -5.1% | -10.7 | -4.6%
Cc1nc2sccn2c(=O)c1S(=O)(=O)N1CCN(c2ccc(F)cc2)CC1 | -1.1%&10.6% | -7.5%&-4.8% | -10.3%&-0.8% | -5.2%&6.5% | 4.4%[57.1 µM] | -2.2%[57.1 µM] | -9.4%&-6.0% | -7.2&-1.1 | -0.1%&-0.1%
C(=Nc1ccc(/C=C/c2ccnc3ccccc23)cc1)c1cccs1 | . | -10.9% | . | . | -8.2% | -13.6% | . | -8.5 | -4.8%
CCC(CC)C1C(C#N)=C(N)Oc2cc(C)oc(=O)c21 (stereo not given) | -10.3% | 0.7% | -8.9% | 3.4% | 9.4% | 2.2% | 8.0% | 2.3 | -3.0%
CCCC(=O)Nc1c2c(nn1-c1ccc([N+](=O)[O-])cc1)CS(=O)(=O)C2 | 2.6% | -0.3% | -6.5% | 0.0% | -1.0% | -9.5% | -15.0% | -1.5 | -3.2%
Cc1ccc(Cl)cc1NC(=O)CCC(=O)N1CC(C)Sc2ccccc21 (stereo not given) | 7.1% | -1.3% | -3.0% | -8.8% | 1.5% | -5.1% | -1.1% | 1.6 | 0.3%
COc1cccc(CNC(=O)c2cc(-c3ccc(Cl)cc3)n[nH]2)c1 | 13.5% | 0.0% | -7.7% | -8.7% | 0.6% | -5.1% | -22.6% | -4.0 | -1.5%
Cc1ccc2nc(-c3ccc(NC(=O)CN4CCN(C(=O)c5ccco5)CC4)cc3)sc2c1 | ? | 1.2% | -1.3% | 1.7% | ? | 118.8%[activator] | -9.8% | -0.2 | 2.4%
O=[N+]([O-])c1ccc(N(c2ccccc2)c2ccccc2)cc1 | 28.3% | -2.8% | -6.3% | 2.6% | -19.7% | -11.1% | -21.9% | -2.8 | -1.5%
CCCCCCn1nc(C(=O)N(CCOC)c2c(N)n(CCCC)c(=O)[nH]c2=O)c2ccccc2c1=O | -14.7% | -5.5% | 5.2% | 2.2% | 1.5% | -3.9% | -17.5% | 9.5 | -0.4%
O=C(O)c1cc(O)c2c(c1)C(=O)c1cc(O)cc(O)c1C2=O | -5.5% | 7.4% | 3.9% | -0.6% | -13.9% | -2.7% | ? | 0.1 | -3.6%&-4.1%
CCCCC[C@H](O)/C=C/[C@@H]1[C@@H](C/C=C\CCCC(=O)O)[C@@H](O)C[C@H]1O | 14.4% | -1.2% | 1.1% | 5.5% | 14.3% | 1.4% | -9.6% | -4.5 | -3.6%&7.6%
Cc1ccc(N(CC(O)CN2CCCCC2)S(=O)(=O)c2ccccc2)cc1 (stereo not given) | -43.2%[56.9 µM] | -0.8% | 0.5% | 6.0% | 21.0%[57.1 µM] | 5.6%[57.1 µM] | -2.9% | -5.8 | -2.5%
COc1cc(CC(=O)NC(c2ccccc2)c2ccccc2)cc(OC)c1OC | ? | -0.9% | 8.9% | 3.5% | 15.1%[57.1 µM] | 5.2%[57.1 µM] | -13.1% | -0.8 | ?
CCN(CC)CC(=O)NC1CC(C)(C)Cc2c1cnn2-c1ccc(F)cc1 (stereo not given) | -16.5% | 3.8% | -1.8% | -0.6% | 12.7% | 2.8% | -17.9% | -2.6 | -3.5%
C/C(=N\NC(=O)c1ccccc1C)c1cccnc1 | -14.9% | -0.1% | 5.3% | 15.5% | 14.1% | 2.4% | -16.2% | -2.5 | 4.1%
CCN(C/C=C/c1ccccc1OC)Cc1ccccc1 | -1.3% | 1.6% | -1.9% | 0.0% | 6.3% | -4.5% | -5.3% | -13.7 | -2.5%
CCOC(=O)Cc1csc(NC(=O)c2ccncc2)n1 | -12.9% | 1.6% | 1.8% | 4.3% | 5.1% | -5.4% | -19.0% | -3.0 | 0.6%
O=C(O)CCC(NC(=O)C1CCCN1C(=O)OCc1ccccc1)C(=O)O (stereo not given) | 11.9% | 2.5% | -3.7% | -2.5% | 15.6% | 3.4% | -20.1% | -0.8 | -4.0%
CC(CNC(=O)CCCn1c(=O)c2cccn2c2ccc(F)cc21)c1ccccc1 (stereo not given) | 3.9% | 2.4% | -4.1% | 0.0% | 26.3% | 2.6% | -23.0% | -20.3 | -4.3%
CCOC(=O)c1cccc(NC(=O)NC(C)c2c(-n3cccc3)sc3c2CCN(C)C3)c1 (stereo not given) | 30.8% | 5.3% | -15.2% | -12.3% | 1.4% | -12.6% | ? | -5.6 | -1.3%
CCN1CCN(Cc2cc(=O)oc3cc4c(cc23)CCC4)CC1 | -14.0% | 1.0% | -2.0% | 0.0% | -19.3% | -4.9% | -3.7% | -2.3 | 0.6%
COc1ccc(NS(=O)(=O)c2ccc(C)c(C(=O)NCC(c3ccco3)N3CCCCC3)c2)cc1 (stereo not given) | 10.6% | 1.3% | -0.4% | 1.3% | 1.1% | 5.0% | -6.6% | -5.3 | -2.2%
CCN(CC)Cc1c(O)ccc2c(C)c(CC(=O)OC)c(=O)oc12 | -35.9% | -1.2% | -9.8% | -2.7% | ? | . | -18.3% | 1.8 | -0.6%
O=C(COC(=O)CNC(=O)c1ccc(Cl)cc1Cl)NNC(=O)c1ccccc1 | 16.4% | -0.9% | -3.2% | -11.8% | -9.5% | -8.4% | -20.4% | -0.5 | -2.2%
Cn1c(=O)n(CCCOc2ccc(Br)cc2)c2ccccc21 | -14.9% | -6.0% | 3.8% | 9.5% | 1.3% | -9.0% | -18.0% | -5.3 | 0.4%
CC(C)Nc1nnc(SC(C)C(=O)N(C)C2CCCCC2)s1 (stereo not given) | 1.6% | 2.8% | -4.5% | 0.0% | -18.1% | 5.7% | -16.6% | -4.7 | -1.0%
COc1ccc(Oc2cnn(-c3ccccc3)c(=O)c2Br)cc1 | -16.2% | -6.6% | 5.7% | 10.9% | -16.8% | -2.9% | -24.9% | 0.5 | 1.2%
NC(=O)c1ccc(NC(=O)COc2ccc([N+](=O)[O-])cc2Cl)cc1 | -6.5% | -5.6% | 4.9% | -4.2% | -6.2% | -4.7% | -3.2% | 1.9 | -3.5%
Cc1ccc(O)c(-c2cc(-c3cccc(Br)c3)n[nH]2)c1 | 1.2% | -16.1% | 10.0% | -1.2% | 24.7% | -1.3% | -17.5% | 4.6 | 1.7%

This is a subset, so the mix of outcomes need not match the whole.
